# Source: PubChem BioAssay (several laboratories)
# ASAP1 inh – inhibitors of human ASAP1 ArfGAP activity, primary screen, biochemical, fluorescence polarization | ASAP1-stimulated ARF1 GTP hydrolysis, GDP FP detection | 360,000 compounds, 0.19% hits | Arf-GAP with SH3 domain, ANK repeat and PH domain-containing protein 1 (Homo sapiens), … | inhibition, % at 16.5 µM; in the data active = inhibition above about 25%;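 note: 0% = vehicle with enzyme and substrate and 100% = no enzyme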
# sPLA2-III inh – human group III sPLA2 inhibitors, primary screen, biochemical, QFRET, BODIPY PC-A2 liposome substrate | Group 3 secretory phospholipase A2 (Homo sapiens), Q9NZ20 | QFRET BODIPY PC-A2 liposome hydrolysis, fluorescence | inhibition, % at 12.2 µM | 370,000 compounds, 0.56% hits;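 active = inhibition above mean plus 3 SD of compounds lying within the high and low control bounds, cut at about 19% in these data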;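 note: 0% = median of test compound wells and 100% = no enzyme DMSO wells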
# Rev-erbA mod – modulators of Rev-erb alpha DNA binding, primary screen, biochemical, FITC-DNA, fluorescence polarization, uHTS | Rev-erbα–FITC-DNA binding, 90 min | activity, % at 10 µM | 370,000 compounds, 0.79% hits;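 active = activity above about 14%, limit read from the data; passing the limit was not always enough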;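 note: 0% = DMSO wells with 35 nM protein and 100% = DMSO wells with 750 nM protein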
# Target sequence (P20393 whole entry, looked up): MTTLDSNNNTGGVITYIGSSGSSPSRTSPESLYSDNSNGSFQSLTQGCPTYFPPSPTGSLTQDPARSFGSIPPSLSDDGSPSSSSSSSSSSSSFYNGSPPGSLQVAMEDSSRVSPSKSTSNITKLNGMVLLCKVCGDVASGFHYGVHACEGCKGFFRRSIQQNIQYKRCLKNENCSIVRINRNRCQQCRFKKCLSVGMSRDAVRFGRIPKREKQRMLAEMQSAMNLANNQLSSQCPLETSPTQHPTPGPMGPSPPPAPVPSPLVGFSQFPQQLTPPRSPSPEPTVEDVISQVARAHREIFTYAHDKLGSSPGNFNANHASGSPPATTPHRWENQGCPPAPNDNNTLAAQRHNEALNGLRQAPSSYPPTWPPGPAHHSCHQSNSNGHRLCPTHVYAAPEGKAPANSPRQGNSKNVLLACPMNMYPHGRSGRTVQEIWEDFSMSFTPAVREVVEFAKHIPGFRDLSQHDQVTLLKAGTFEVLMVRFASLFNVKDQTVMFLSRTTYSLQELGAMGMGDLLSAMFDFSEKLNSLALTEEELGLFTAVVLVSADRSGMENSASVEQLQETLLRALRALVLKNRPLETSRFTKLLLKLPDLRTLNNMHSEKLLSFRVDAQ
# PLC-beta3 inh – human PLC-beta3 inhibitors, primary screen, biochemical, fluorescence; 1-phosphatidylinositol 4,5-bisphosphate phosphodiesterase beta-3 (Homo sapiens), Q01970; Purified PLC-beta3, fluorogenic substrate; inhibition, % at 12.2 µM; 370,000 compounds, 0.18% hits; AID 720704, 2013; in the data active = inhibition above about 11%;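 note: 0% = median of compound wells on plate and 100% = full blocker control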
# proKLK7 act – proKLK7 zymogen activators, primary screen, biochemical, fluorescence intensity | 370,000 compounds, 0.9% hits | activation, % at 7 µM | purified proKLK7, EDANS-DABCYL substrate fluorescence; 100% is mature enzyme control, 0% vehicle;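 active = activation above the mean of all tested compounds plus 3 SD, computed per campaign excluding outliers beyond control limits, cut at about 13% in these data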
# Target sequence (P49862 whole entry, looked up): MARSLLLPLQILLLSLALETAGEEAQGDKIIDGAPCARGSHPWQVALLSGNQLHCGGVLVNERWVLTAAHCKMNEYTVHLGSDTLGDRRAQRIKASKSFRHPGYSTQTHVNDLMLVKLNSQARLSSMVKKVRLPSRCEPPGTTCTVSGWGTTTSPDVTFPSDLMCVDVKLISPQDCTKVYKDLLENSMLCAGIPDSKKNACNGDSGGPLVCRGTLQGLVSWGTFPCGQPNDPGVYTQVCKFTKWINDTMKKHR
# UHRF1 MBD2 ctr – UHRF1 methylated DNA binding inhibitors, primary screen, counter-screen for MBD2 inhibitor project, biochemical, TR-FRET, human UHRF1, single concentration. E3 ubiquitin-protein ligase UHRF1 (Homo sapiens), Q96T88. UHRF1 binding to methylated oligo. 370,000 compounds, 0.75% hits. AID 687016, 2013. inhibition, % at 4.4 µM; in the data active = inhibition above about 21%;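 note: UHRF1 SRA domain binding a hemimethylated CpG hairpin DNA probe; 0% = median of test compound wells and 100% = reference inhibitor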
# DDE Tn6 FP inh – inhibitors of Tn6 peptide binding to fibrin DD(E), primary screen, biochemical, fluorescence polarization, human fibrin, Tn6 probe; Fibrinogen beta chain (Homo sapiens), P02675; Fibrin DD(E) TRITC-Tn6 fluorescence polarization displacement; inhibition, % at 8.3 µM; 370,000 compounds, 0.21% hits;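 active = inhibition above a per-campaign cutoff: mean of compounds within control limits plus 3 SD, cut at about 15% in these data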;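 note: 0% = median of all compound wells on the plate and 100% = blocking peptide control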
# ARFGAP1 inhibitor – inhibitors of rat ARFGAP1 GAP activity, primary screen, biochemical, fluorescence polarization, GDP tracer; Arfgap1-stimulated ARF1 GTP hydrolysis, GDP FP detection; ADP-ribosylation factor GTPase-activating protein 1 (Rattus norvegicus), Q62848; 360,000 compounds, 0.26% hits; inhibition, % at 16.5 µM;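 active = inhibition above a per-plate limit, mean inhibition of low control wells plus 3 SD, cut at about 25% in these data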;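 note: 0% = DMSO wells with enzyme and 100% = wells lacking Arfgap1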
# Target sequence (Q62848 1-136 limits assumed): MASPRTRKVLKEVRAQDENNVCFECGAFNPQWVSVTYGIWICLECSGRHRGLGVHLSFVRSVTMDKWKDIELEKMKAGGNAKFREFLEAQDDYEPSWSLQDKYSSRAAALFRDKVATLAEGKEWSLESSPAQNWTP
#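 Assay system: purified rat His6-Arfgap1 residues 1-136 (GAP domain); Reagent: human Δ17 ARF1 bound to GTP; Dosing: 16.5 µM single point, 1.26% DMSO; Times: GTP hydrolysis reaction 2 h at 25 °C; Signal: FP, GDP Alexa 633 tracer displaced from anti-GDP antibody, 620/688 nm; Measure: % inhibition from polarization.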
# DDE Tn7 FP inh – inhibitors of Tn7 peptide binding to fibrin DD(E), primary screen, biochemical, fluorescence polarization, human fibrin, Tn7 probe; AID 720508, 2013; 370,000 compounds, 0.13% hits; inhibition, % at 8.3 µM; FP displacement of FITC-Tn7 peptide from fibrin DD(E); 0% = median of compound wells per plate;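 active = inhibition above the mean of compounds falling within the control limits plus 3 SD of them, cut at about 14% in these data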;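 note: 0% = plate median of compound wells and 100% = 10 µM Aha-Tn7 peptide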
#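 System: human fibrin DD(E); quantity: Fibrin-DD(E) at 2 µM final; also added: fluorescent Tn7 probe at 0.1 µM; compound dosing: single nominal test concentration of 8.3 µM per compound; schedule: 10 min preincubation, 3 h with tracer, room temperature; detection: fluorescence polarization of the labelled Tn7 tracer; repeats: one replicate per compound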
# PLC-gamma1 inh – PLC-gamma1 enzyme inhibitors, primary screen, biochemical, fluorescence, purified enzyme; fluorogenic substrate; inhibition, % at 12.2 µM; 370,000 compounds, 0.84% hits; AID 720700, 2013; in the data active = inhibition above about 9.5%
# Numbers without * were called inactive; . = no result given.
SMILES,ASAP1 inh,sPLA2-III inh,Rev-erbA mod,PLC-beta3 inh,proKLK7 act,UHRF1 MBD2 ctr,DDE Tn6 FP inh,ARFGAP1 inhibitor,DDE Tn7 FP inh,PLC-gamma1 inh
Cc1ccc(N(CC(=O)NC2CC3CCC2C3)S(C)(=O)=O)cc1C (stereo not given),-9,-2,-3,-1,0.5,0,1,3,1,0
CN(CC(=O)Nc1ccccc1Cl)C(=O)c1cc(=O)[nH]c2ccccc12,-9,1,-4,-30,0.7,4,3,-5,0,-14
COc1ccccc1-c1nn(-c2ccccc2)cc1C(=O)N1CCN(C(=O)c2ccco2)CC1,-5,-11,3,-3,0.3,-1,-8,-3,-6,0
COc1ccc(S(=O)(=O)Cc2ccc(C(=O)NC3CCCCC3)o2)cc1,-9,5,-8,-7,-0.3,2,4,3,7,-1
CC(Sc1nncn1C)C(=O)Nc1ccccc1-c1ccccc1 (stereo not given),-1,1,-4,-1,2.0,3,0,-9,-2,1
CC1CCCC(C)N1/N=C/c1cc(Br)c(O)c(Br)c1 (stereo not given),-7,14,0,-3,-0.3,-1,12,2,1,-2
CCN(CC(=O)NCc1cccs1)C(=O)c1ccccc1Cl,1,11,-3,1,-0.5,4,-4,3,5,7
O=C(Nc1ccc(Cc2ccncc2)cc1)c1ccc(N2CCOCC2)c([N+](=O)[O-])c1,-3,-8,7,-2,0.3,-2,0,-9,9,-1
CCn1c(NCc2cccc(OC)c2OC)nc2ccccc21,-6,-3,7,1,-0.5,-2,-3,1,7,2
COc1ccc(/C=C2/C(=O)N(c3cccc(F)c3)N=C2C)c(OC)c1,-2,8,-1,-4,0.0,-5,5,-14,-2,-2
CSC1=C(C#N)C(c2ccncc2)C(C(=O)Nc2ccccc2)=C(C)N1 (stereo not given),-14,-4,-4,-21,1.0,0,0,-6,0,-8
Cc1ccsc1/C=N/Nc1ccc(F)cc1F,2,3,3,-11,-0.9,-1,-2,-1,-6,-7
O=C(COc1ccccc1[N+](=O)[O-])NCc1cccnc1,-4,3,1,1,-0.4,2,3,-7,-2,0
O=C(OCc1ccc2c(c1)OCO2)c1ccc(S(=O)(=O)N2CCCCC2)cc1,-9,2,0,1,0.2,0,-4,10,0,4
CC(O)(C#CCN1CCOCC1)c1ccccc1 (stereo not given),0,-2,2,1,0.0,0,-9,14,-10,3
CCOC(=O)CC[C@@]1(C(=O)OCC)C[C@@H](CC(=O)NCC23CC4CC(CC(C4)C2)C3)C(=O)N2CCCC=C21,.,-6,8,2,0.0,-2,3,.,2,0
C/C(=N/NC(=O)c1ccccc1)c1ccc(NC(=O)C(F)(F)F)cc1,-1,7,1,11*,-0.9,-3,-2,0,-1,8
CN(CCC1CCOCC1)C(=O)CC1C(=O)NCCN1CC1CCCCC1 (stereo not given),-4,16,0,-93,2.0,1,-7,4,-5,-62
Cc1cc(NC(=O)COC(=O)C2CCC2)no1,3,3,0,2,-0.6,-2,6,6,3,1
Cc1ccc(S(=O)(=O)C2C(=O)N(C)C3(C)CC2c2ccccc2O3)cc1 (stereo not given),11,6,-5,5,0.3,5,-8,9,-15,8
O=C(CC1(C(=O)O)CCCC1)N1CCOCC1,-10,8,2,1,-0.4,2,5,2,5,2
FC(F)Oc1ccc(-n2cc(-c3ccccc3)[n+]3c2CCCCC3)cc1,8,2,-1,3,-0.1,2,-1,4,-3,4
Cc1ccccc1NS(=O)(=O)c1cc(C(N)=O)ccc1C,-3,4,0,-3,-0.1,3,0,1,3,-2
CCCCCCOc1ccc(N2C(=O)CC(N3CCN(C(=O)c4ccco4)CC3)C2=O)cc1 (stereo not given),-5,-8,-3,-1,0.5,0,-2,-1,9,0
Cc1ccc(-c2cc(C(=O)NCCCN3CCOCC3)c3ccccc3n2)cc1C,1,-3,-4,-195,12,0,1,4,-5,-116
COc1cc(/C=C2\CCC(C3CCCC3)C2=O)cc(OC)c1OC (stereo not given),-6,1,-7,-20,0.4,4,2,-3,-6,-3
O=C(Nc1ccccc1Cl)c1cccc(COc2cc(Cl)ccc2Cl)c1,1,0,8,-2,0.1,-1,-4,4,-3,2
CC(=O)Oc1ccccc1C(=O)OCCN=C1NS(=O)(=O)c2ccccc21,7,8,1,-9,0.3,3,-7,-2,4,0
COc1ccccc1NC(=O)NC1(C(=O)N2CCC(O)CC2)CCCCC1,5,-1,-6,4,-0.4,0,-8,12,-3,0
CC(C)n1c(O)c(N=NC(=O)c2ccccc2NS(=O)(=O)c2cccs2)c2ccccc21,-6,-2,3,2,0.5,-1,0,-1,6,-2
COc1ccc(/C=C(/NC(=O)c2ccccc2)C(=O)N2CCOCC2)cc1OC,2,6,6,-9,-0.3,-1,5,-10,2,-1
COC(C[C@@H](O)[C@H](C)[C@@H](O)COCc1ccccc1)OC,2,6,7,1,-0.7,8,-2,0,-6,1
COC1CC(C)C(OC)c2cc(O)cc(c2O)NC(=O)C(C)=CC=CC(C)C(OC(N)=O)C(C)=CC(C)C1OC (stereo not given),-1,-27,7,0,-1.1,-2,3,3,7,-3
S=C(NC1CCCCC1)N1CCN(C2CCCCC2)CC1,-10,13,0,-8,0.2,1,-2,-11,7,0
Cc1c(Cl)cnc(NC(=O)COC(=O)C(NC(=O)c2ccco2)C(C)C)c1Cl (stereo not given),-2,4,-1,-7,-0.2,1,8,3,6,0
O=C(O)c1cc(NC(=O)c2cccc(N3C(=O)c4ccccc4C3=O)c2)cc(C(=O)O)c1,-16,7,2,-9,-0.5,2,-10,2,-9,-4

# Record cards, from the list above. Values in the order: ASAP1 inh, sPLA2-III inh, Rev-erbA mod, PLC-beta3 inh, proKLK7 act, UHRF1 MBD2 ctr, DDE Tn6 FP inh, ARFGAP1 inhibitor, DDE Tn7 FP inh, PLC-gamma1 inh
# Results for CC(Sc1nncn1C)C(=O)Nc1ccccc1-c1ccccc1 (stereo not given) : -1, 1, -4, -1, 2.0, 3, 0, -9, -2, 1
# Results for COC(C[C@@H](O)[C@H](C)[C@@H](O)COCc1ccccc1)OC : 2, 6, 7, 1, -0.7, 8, -2, 0, -6, 1
# Results for O=C(Nc1ccc(Cc2ccncc2)cc1)c1ccc(N2CCOCC2)c([N+](=O)[O-])c1 : -3, -8, 7, -2, 0.3, -2, 0, -9, 9, -1
# Results for Cc1ccsc1/C=N/Nc1ccc(F)cc1F : 2, 3, 3, -11, -0.9, -1, -2, -1, -6, -7
# Results for CC(O)(C#CCN1CCOCC1)c1ccccc1 (stereo not given) : 0, -2, 2, 1, 0.0, 0, -9, 14, -10, 3

# Further entries.
SMILES,ASAP1 inh,sPLA2-III inh,Rev-erbA mod,PLC-beta3 inh,proKLK7 act,UHRF1 MBD2 ctr,DDE Tn6 FP inh,ARFGAP1 inhibitor,DDE Tn7 FP inh,PLC-gamma1 inh
CCOC(=O)c1nn(-c2ccccc2C)c(=O)c2c(N)scc12,0,-1,6,-10,0.9,4,3,-11,9,-7
COc1ccc(C(=O)CCC(=O)N2CCN(c3ccc(C)cc3)C(C)C2)cc1 (stereo not given),-5,-2,5,-7,0.2,-1,1,0,-3,2
COc1cc(C(=O)Nn2c(C)nc3ccccc3c2=O)cc(OC)c1OC,1,6,6,-5,0.0,1,-1,-6,3,1
CCCCC(C(=O)OCC(=O)c1ccc(OC)cc1)N1C(=O)c2ccccc2C1=O (stereo not given),3,-22,-3,0,0.9,2,-12,-1,4,1
Cc1ccc(S(=O)(=O)NN2C(=O)c3ccccc3NC2c2ccccn2)cc1 (stereo not given),12,-1,1,-312,20*,-4,-3,-6,-6,-274
C/C(CC(=O)Nc1ccc(Cl)cc1Cl)=N\NC(=O)c1ccco1,-1,-9,5,1,-0.2,-1,-3,-6,0,0
CC(C)CCNC(=O)CCc1nnc(COc2ccccc2)o1,9,4,-2,-2,-0.3,-1,1,-2,-6,-1
CC(NC(=O)COc1ccccc1)C(c1ccccc1)N1CCN(C)CC1 (stereo not given),2,-6,3,1,0.1,2,5,5,1,2
CCCc1cc(=O)[nH]c(Nc2ccc3c(c2)OCCO3)n1,-5,-2,-3,-1,0.0,-2,-9,-8,-3,2
CC(C)c1cccc(C(C)C)c1NC(=O)CN1CCCC1,-3,2,1,-2,-0.1,0,2,-4,-2,3
CCn1c(/C=C/c2ccccc2C)nc2ccccc2c1=O,6,6,-1,-30,-0.8,1,5,-3,5,-12
CCCC(=O)N1CCC1(C)C(=O)NS(=O)(=O)c1ccc(C)cc1 (stereo not given),4,13,0,0,-0.2,1,8,-14,6,-1
CCOC(=O)c1cnc2c(c(C)nn2CC)c1Cl,1,4,-2,-6,0.9,4,1,4,0,-2
CCNc1nc(NC(C)(C)C)nc(N2CCCCC2)n1,8,2,-1,3,0.3,0,1,-2,-1,3
CCOC(=O)c1c(CCl)nc2ccccc2c1C,-5,5,-1,-3,0.2,-2,1,4,-4,3
CCOc1cccc(C(=O)Nc2ccccc2OC(F)F)c1,-4,-3,-2,1,-0.3,1,-4,6,-2,4
CC(C)(C)c1cc(N2CCOCC2)n2ncc(-c3ccccc3)c2n1,3,14,5,-40,-1.3,3,-5,0,1,-26
COc1ccc(C(=O)OCC(=O)Nc2ccc(N3CCOCC3)cc2)cc1,-6,-5,4,1,-0.1,1,-4,-6,-2,6
O=S(=O)(NCc1ccccn1)c1cc(C(F)(F)F)ccc1Cl,-2,-2,3,2,0.6,-1,8,-1,-5,3
Cc1c(Cl)cnc(NC(=O)COC(=O)CCC(=O)c2cccs2)c1Cl,0,-13,5,-11,-0.2,-4,-4,0,-2,-6
CC(C)CCNC(=O)c1cc2c(s1)-c1ccccc1S(=O)(=O)C2,-9,-30,-6,-54,0.2,4,2,-5,3,-25
CN(C)C(=O)Cn1cnc2c(cnn2-c2ccc(F)cc2)c1=O,-8,1,-2,-7,0.1,-1,-3,-4,3,3
Cc1cc(-c2c(C)[nH]n(-c3ccccc3)c2=O)n(-c2ccccc2)n1,-2,11,-3,1,-0.3,1,3,4,3,4
COc1cccc(OCc2cc(C(=O)N3CCC(c4ccncc4)CC3)no2)c1,2,-3,1,-8,0.5,-1,0,-2,-6,-2
CCN(CC)N=Nc1[nH]nc2nc(C)cc(C)c12,8,7,1,-10,0.3,3,-4,1,-4,-7
